Compound activity: PubChem BioAssay, Sanford-Burnham Center for Chemical Genomics
tim10-1 inh = growth inhibitors of tim10-1 mutant yeast, primary screen, luminescence, uHTS; S. cerevisiae tim10-1 ts strain growth, BacTiter-Glo, 24 h; inhibition, % at 20 µM; 2.2% of 330,000 active;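 active = inhibition of at least 40%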;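 also: mutant grown at 25 °C; 0% = DMSO wells with yeast and 100% = wells holding no yeast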
NALP3 yeast inh = NALP3 inflammasome inhibitors in reconstituted yeast, primary screen, luminescence, uHTS; Yeast reconstituted NLRP3/ASC/caspase-1, beta-gal luminescence, 24 h; inhibition, % at 10 µM; 0.39% of 330,000 active; AID 2825, 2010;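 active = inhibition of 50% or more; inactive = inhibition below 50%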;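 also: plate controls were induced DMSO wells for no effect and uninduced yeast grown without galactose for full effect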
mIAP activ = activators of mouse IAP, primary screen, biochemical, luminescence, uHTS; muIAP, CDP-Star luminescence, 30 min; hits give high values; 1 = vehicle-only enzyme signal, 0 = enzyme-free wells; activation factor at 10 µM; 0.24% of 330,000 active; AID 2805, 2010;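 active = activation factor of at least 2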; also: the source names both 10 and 20 µM as test concentration; values of inactives mirror those of a sister screen read the other way
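System: mouse IAP enzyme. Reagent: CDP-Star chemiluminescent phosphatase substrate. Benchmarks: DMSO wells, no-enzyme wells. Times: 30 min enzyme-substrate-compound incubation at room temperature. Detection: luminescence from enzymatic CDP-Star hydrolysis. Doses: test compounds delivered from DMSO solution.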
TIM10 inh = growth inhibitors of isogenic TIM10 control yeast, primary screen, counter-screen for tim10-1 yeast inhibitor project, luminescence, uHTS; inhibition, % at 10 µM; 1.4% of 330,000 active; S. cerevisiae TIM10 strain growth, BacTiter-Glo luminescence, 24 h; AID 463195, 2010;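 active = inhibition of 40% or more at the single tested concentration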;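 also: wild-type TIM10 isogenic control strain grown at permissive 25 °C; 0% = DMSO yeast wells and 100% = minimal medium wells without yeast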
hIAP inh = human IAP inhibitors, primary screen, biochemical, luminescence, uHTS | Intestinal-type alkaline phosphatase (Homo sapiens), P09923 | purified IAP, CDP-Star luminescence, 30 min | inhibition, % at 10 µM | 0.12% of 330,000 active;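 active = inhibition reaching a set limit with compound at 10 µM in the primary screen, cut at about 35% in these data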;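 also: plate controls were DMSO wells with enzyme for no effect and no-enzyme buffer wells for full effect; values of inactives mirror those of a sister screen read the other way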
hIAP act = human IAP activators, primary screen, biochemical, luminescence, uHTS; Intestinal-type alkaline phosphatase (Homo sapiens), P09923; purified human IAP, CDP-Star luminescence, 30 min; hits give high values; 1 = vehicle-only enzyme, 0 = enzyme-free background; activation factor at 10 µM; 0.16% of 330,000 active; AID 2524, 2010;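 active = activation factor of the enzyme at least 2-fold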; also: the source names both 10 and 20 µM as test concentration; values of inactives mirror those of a sister screen read the other way
ATG4B inhibitor = ATG4B protease inhibitors, primary screen, biochemical, fluorescence, uHTS | Cysteine protease ATG4B (Homo sapiens), Q9Y4P1 | ATG4B cleavage of LC3-PLA2, NBD-HPC fluorescence, 1 h | inhibition, % at 8.33 µM | 0.51% of 340,000 active | AID 504462, 2011; in the data active = inhibition above about 40%
mIAP block = inhibitors of mouse IAP, primary screen, biochemical, luminescence, uHTS; intestinal alkaline phosphatase [Mus musculus]; purified mouse IAP, CDP-Star luminescence, 30 min; 0.2% of 330,000 active; inhibition, % at 10 µM;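 active = inhibition of at least 40% at 10 µM in the primary screen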;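 also: plate controls were DMSO with enzyme for no effect and no enzyme wells for full effect; values of inactives mirror those of a sister screen read the other way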
Apaf-1 inh = inhibitors of human Apaf-1 apoptosome, primary screen, biochemical, DEVD-Rh110 fluorescence, uHTS | 0.71% of 330,000 active | inhibition, % at 20 µM | AID 489030, 2010 | reconstituted apoptosome caspase-3 activity; active = inhibition of at least 40% at 20 µM;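 also: plate controls were DMSO wells for no effect and DEVD-CHO caspase inhibitor wells for full effect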
Target sequence (O14727 whole entry, looked up): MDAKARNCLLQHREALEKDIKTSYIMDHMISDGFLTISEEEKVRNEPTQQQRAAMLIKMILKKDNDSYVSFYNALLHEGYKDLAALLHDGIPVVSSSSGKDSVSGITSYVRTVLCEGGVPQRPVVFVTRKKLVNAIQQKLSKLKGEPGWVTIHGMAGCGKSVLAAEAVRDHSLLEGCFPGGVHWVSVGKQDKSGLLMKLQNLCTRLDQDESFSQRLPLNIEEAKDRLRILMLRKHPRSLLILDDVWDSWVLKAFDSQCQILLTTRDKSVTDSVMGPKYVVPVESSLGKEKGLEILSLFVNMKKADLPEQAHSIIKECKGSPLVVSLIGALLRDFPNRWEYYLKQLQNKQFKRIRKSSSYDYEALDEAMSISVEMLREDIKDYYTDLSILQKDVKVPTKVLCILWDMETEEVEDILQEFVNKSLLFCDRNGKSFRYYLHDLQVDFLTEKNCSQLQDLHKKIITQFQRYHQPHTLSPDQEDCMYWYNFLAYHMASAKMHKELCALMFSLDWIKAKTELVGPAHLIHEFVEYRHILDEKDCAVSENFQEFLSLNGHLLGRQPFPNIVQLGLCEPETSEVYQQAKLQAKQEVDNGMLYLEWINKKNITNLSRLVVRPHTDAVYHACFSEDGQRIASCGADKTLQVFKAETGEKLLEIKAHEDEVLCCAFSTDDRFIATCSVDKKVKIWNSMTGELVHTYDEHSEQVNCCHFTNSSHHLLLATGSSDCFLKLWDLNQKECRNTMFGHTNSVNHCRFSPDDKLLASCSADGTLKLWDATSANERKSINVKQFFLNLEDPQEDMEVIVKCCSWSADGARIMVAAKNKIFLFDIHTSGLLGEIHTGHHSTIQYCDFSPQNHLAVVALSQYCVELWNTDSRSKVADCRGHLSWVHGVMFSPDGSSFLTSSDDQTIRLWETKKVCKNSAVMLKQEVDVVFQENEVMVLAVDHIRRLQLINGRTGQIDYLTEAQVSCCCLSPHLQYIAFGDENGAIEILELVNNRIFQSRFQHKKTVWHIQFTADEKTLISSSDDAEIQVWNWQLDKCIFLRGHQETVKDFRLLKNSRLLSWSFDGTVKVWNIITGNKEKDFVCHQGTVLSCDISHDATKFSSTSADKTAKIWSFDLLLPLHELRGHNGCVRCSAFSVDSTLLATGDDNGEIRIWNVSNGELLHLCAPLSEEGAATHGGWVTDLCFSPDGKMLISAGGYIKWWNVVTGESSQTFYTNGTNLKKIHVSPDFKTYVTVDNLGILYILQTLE
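Material: cell-free apoptosome with Apaf-1, procaspase-3 and caspase-9; Buffer or medium: Hepes pH 7.5 with detergent and BSA; Reagent: cytochrome c trigger plus (Z-DEVD)2-Rh110 caspase-3 substrate; Times: compound with Apaf-1, dATP, procaspase-3 30 min, then 50 min reaction, room temperature; Technique: Rh110 fluorescence intensity.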
The depositor's hits bear a star. This is a random part of the collection; about 4.5% have a hit in one of these screens.

SMILES	tim10-1 inh	NALP3 yeast inh	mIAP activ	TIM10 inh	hIAP inh	hIAP act	ATG4B inhibitor	mIAP block	Apaf-1 inh
CNC(=S)N1CCN(c2nc(-c3ccc(Cl)cc3)cs2)CC1	31	11	1	36	-16	1.2	1	-3	8
Cc1cccc(OCCCCN2CCNCC2)c1	-8	4	1	5	-3	1	-4	-2	-3
CCn1c(CN2CCOCC2)nnc1SCC(=O)Nc1ccccc1Cl	1	12	0.99	-15	-2	1	13	0	3
CC(C)OCCCn1c(SC(C)C(=O)NC2CC2)nc2ccccc2c1=O (centres undefined)	8	17	0.95	3	2	0.98	5	5	-3
CCOC(=O)C1CCN(c2ncnc3c2oc2ccc(Br)cc23)CC1	15	19	0.96	-20	-9	1.1	-13	4	19
Cc1ccc(NC(=O)c2ccc3ccccc3n2)cc1S(=O)(=O)N1CCOCC1	22	-43	0.93	9	0	1	-16	7	21
Cc1cc(=O)oc2c(N)c(O)ccc12	4	4	1	2	12	0.88	-6	0	-9
N#C/C(C(=O)N1CCOCC1)=c1/s/c(=C\c2ccccn2)c(=O)n1-c1ccccc1	15	5	0.9	0	3	0.97	-8	10	6
CCOC(=O)N1CCN(Cc2nc(N)nc(Nc3ccc(Oc4ccccc4)cc3)n2)CC1	20	1	0.95	8	14	0.86	-2	5	28
COC(=O)c1ccc(Cl)c(NC(=O)c2cccc([N+](=O)[O-])c2C)c1	-2	3	0.94	-7	7	0.93	-3	6	-5
N/C(=N\OC(=O)COc1ccc2ccccc2c1Br)c1ccccn1	43*	35	0.91	36	5	0.95	-8	9	17
CN(Cc1ccccc1)S(=O)(=O)c1ccccc1[N+](=O)[O-]	0	34	0.95	5	2	0.98	7	5	-5
COC(=O)c1ccc(SCc2cnc(Cl)s2)cc1	-7	28	0.95	-4	-24	1.2	1	5	24
CN(C)S(=O)(=O)c1ccc(C(=O)Oc2cc(=O)[nH]c3ccccc23)cc1	-9	27	1	15	-6	1.1	-4	-4	-1
CC(C)Oc1cccc(C(=O)C2CCCN(C(=O)c3ccc4c(c3)OCO4)C2)c1 (centres undefined)	19	8	0.97	-2	-16	1.2	-7	3	9
COc1ccc(-c2nc(-c3ccccc3)c(-c3cc([N+](=O)[O-])ccc3C)[nH]2)cc1O	44*	-3	0.92	17	3	0.97	32	8	8
O=C(Nc1c(S(=O)(=O)c2ccc(Cl)cc2)csc1Br)c1ccccc1Cl	26	-6	1.1	5	7	0.93	-9	-6	-8
CCCNc1[nH]c(=O)n(C)c(=O)c1N=O	-11	2	0.98	8	7	0.93	2	2	4
COC(=O)COc1ccc(S(=O)(=O)N2CCc3ccccc3C2)cc1C	26	2	1	22	-14	1.1	2	-3	-13
Cc1cc([N+](=O)[O-])nn1CCCC(=O)Nc1cc(Cl)ccc1Cl	9	22	1	-9	0	1	6	0	-15
Cc1ccc(S(=O)(=O)c2c(N)n(/N=C/c3ccco3)c3nc4ccccc4nc23)cc1C	23	18	0.83	18	10	0.9	-5	17	19
C=CCSc1nnc(NC(=O)COc2ccc3ccccc3c2)s1	25	16	0.98	22	-7	1.1	-6	2	-11
COc1ccc(NC(=O)COC(=O)c2ccco2)c([N+](=O)[O-])c1	9	19	0.99	-5	-2	1	3	1	-8
C#CC[N+](C)(C)CC#Cc1ccccc1	10	-3	1	5	-4	1	-11	-4	5
CCOc1ccc2nc(N(CCN(C)C)C(=O)c3ccc4ccccc4c3)sc2c1	27	17	1	8	12	0.88	-3	0	18
COc1ccccc1N1CCN(C(=O)c2noc(C(C)C)c2[N+](=O)[O-])CC1	15	-2	1.1	0	-18	1.2	0	-5	1
O=C(CSc1ccccc1)NC1=NCCS1	-7	8	0.98	14	16	0.84	1	2	-16
COC(=O)c1ccc(CSc2nc(C)nc3sc(C)c(C)c23)o1	24	21	0.97	11	13	0.87	19	3	2
COc1ccccc1NC(=O)C1=C(C)Nc2nc(-c3ccc(N(C)C)cc3)nn2C1c1ccncc1 (centres undefined)	-15	3	0.97	9	-31	1.3	-7	3	-1
COc1cc(OC)cc(C(=O)NNC(=O)c2ccc(-n3cncn3)c([N+](=O)[O-])c2)c1	0	-2	0.91	2	-4	1	-1	9	7

Quoted from the listing, 4 compounds:
SMILES	tim10-1 inh	NALP3 yeast inh	mIAP activ	TIM10 inh	hIAP inh	hIAP act	ATG4B inhibitor	mIAP block	Apaf-1 inh
O=C(CSc1ccccc1)NC1=NCCS1	-7	8	0.98	14	16	0.84	1	2	-16
COC(=O)c1ccc(CSc2nc(C)nc3sc(C)c(C)c23)o1	24	21	0.97	11	13	0.87	19	3	2
COc1ccccc1NC(=O)C1=C(C)Nc2nc(-c3ccc(N(C)C)cc3)nn2C1c1ccncc1 (centres undefined)	-15	3	0.97	9	-31	1.3	-7	3	-1
COc1cc(OC)cc(C(=O)NNC(=O)c2ccc(-n3cncn3)c([N+](=O)[O-])c2)c1	0	-2	0.91	2	-4	1	-1	9	7

More records:
SMILES	tim10-1 inh	NALP3 yeast inh	mIAP activ	TIM10 inh	hIAP inh	hIAP act	ATG4B inhibitor	mIAP block	Apaf-1 inh
C/C=C/c1ccc(OCC(=O)OCC)c(OC)c1	1	11	0.96	-11	-10	1.1	0	4	-7
CC(=O)Nc1ccc(NC(=O)C2CCCN(S(=O)(=O)c3ccc(-n4cnnn4)cc3)C2)cc1 (centres undefined)	-5	20	1	0	-4	1	-8	-4	5
CN(C1CCS(=O)(=O)C1)S(=O)(=O)c1ccc2ccccc2c1 (centres undefined)	13	11	0.96	6	17	0.83	1	4	6
O=c1ccc(-c2ccccc2)n[nH]1	0	27	1	-5	-2	1	-6	-4	3
CCCCn1c(N)c(N(CCOC)C(=O)C2CCN(S(=O)(=O)c3ccccc3)CC2)c(=O)[nH]c1=O	3	28	0.94	8	-8	1.1	-7	6	-12
CCCCNc1nc2ccccc2nc1Cl	5	-13	0.98	-7	7	0.93	3	2	4
O=C1CCC(=O)N1c1nc2nc(-c3ccccc3)cc(=O)n2[nH]1	3	4	1	8	8	0.92	6	-4	-5
Cc1oc(C(=O)O)cc1COc1ccccc1Cl	16	-3	0.88	4	8	0.92	-5	12	-7
O=S(=O)(NCCc1cccs1)c1ccc(Br)cc1	21	19	0.98	-8	-13	1.1	-8	2	9
O=C(COc1cccc2ccccc12)N/N=C/C=C/c1ccccc1	7	7	0.93	-8	-18	1.2	2	7	27
COc1ccc2[nH]cc(CCN=C3SCC(=O)N3C)c2c1	24	-7	1	5	-12	1.1	13	-5	5
CCOC(=O)Cn1nnnc1CN(CCc1ccccc1)Cc1cc2cc(CC)ccc2[nH]c1=O	33	10	1	23	-9	1.1	-8	-5	26
N#CC(/C(=N/S(=O)(=O)c1cccs1)c1ccccc1)c1nc2ccccc2[nH]1 (centres undefined)	10	19	0.78	13	2	0.98	0	22	-5
CN(C)S(=O)(=O)c1cccc(NC(=O)COC(=O)CCOc2ccccc2)c1	-4	-3	0.96	7	-15	1.2	-2	4	0
CCOC(=O)c1cn(CC(=O)Nc2ccc(CC)cc2)nn1	12	-9	1	2	-15	1.2	-7	0	5
CCOCCCn1c(=N)c(S(=O)(=O)c2ccc(C)cc2)cc2c(=O)n3cc(C)ccc3nc21	9	16	0.97	-7	8	0.92	-20	3	16
O=C(NCCc1ccc(F)cc1)Nc1ccccc1	-7	23	0.84	3	-9	1.1	7	16	-2
CN1CCN(CCNC(=O)c2cc3c(=O)n(C)c4ccccc4c3n2C)CC1	-1	0	1.1	-1	-12	1.1	-1	-13	4
CS(=O)(=O)N1CCC(C(=O)Nc2cc(Cl)c(Cl)cc2Cl)CC1	6	0	1.1	12	-6	1.1	-2	-5	8
CCCCn1c(N)c(N(CCOC)C(=O)c2ccc(N(C)S(=O)(=O)c3ccc(C)cc3)cc2)c(=O)[nH]c1=O	-3	11	1	3	0	1	-6	-3	8
COCCNC(=O)c1cc2nc3c(c(C(F)(F)F)n2n1)CCc1ccccc1-3	15	-12	1.1	-12	0	1	-1	-6	0
O=C(O)CSc1sc(=S)sc1SCC(=O)O	-2	8	0.91	-2	-70	1.7	12	9	-5
CCN(CC)CCNC(=O)CCc1c(C)nc2c(c(C)nn2-c2ccc(C)c(C)c2)c1C	17	20	1.1	-14	-21	1.2	0	-10	12
CC(C)Cc1cc(C(=O)Nc2ccc(F)cc2F)no1	22	14	1.1	10	-21	1.2	0	-10	5
CCOc1ccc(C(=O)NC(=S)Nc2ccccc2N2CCCCC2)cc1[N+](=O)[O-]	17	20	0.89	13	1	0.99	29	11	4
O=C(COc1cc(F)ccc1[N+](=O)[O-])NCCCc1ccccc1	24	11	1.1	-8	13	0.87	-3	-13	2
Nc1cc(OCC(F)(F)F)cc([N+](=O)[O-])c1	13	-11	0.96	10	11	0.89	-4	4	5
O=C(NC1=C(Nc2ccc(F)cc2)C(=O)c2ccccc2C1=O)c1ccc(Cl)cc1	15	21	0.94	26	12	0.88	-2	6	70*
CCOC(=O)C1=C(O)C(=O)N(Cc2ccc(C(C)(C)C)cc2)CC1	13	-10	0.93	10	10	0.9	-10	7	3
COc1cc2c(cc1OC)C(C(=O)O)C(c1cc(Br)c(O)c(OC)c1)N(C)C2=O (centres undefined)	1	16	0.93	-11	5	0.95	2	7	-3
CCOC(=O)c1c(C)n(C)c2ccc(OC(=O)c3ccoc3)cc12	-1	-13	0.95	3	-1	1	-3	5	-3
COc1cc(/C=N/NC(N)=S)ccc1OCC(=O)Nc1ccc(C)cc1	10	9	0.89	4	-1	1	-5	11	-7
CCOc1ccc(-n2c(-c3ccccc3)c[n+]3c2CCC3)cc1	-3	13	0.97	-1	-3	1	-7	2	6
Cc1ccc(S(=O)(=O)c2c(N)n(-c3ccccc3)c3nc4ccccc4nc23)cc1	19	4	0.96	24	5	0.95	-8	4	14
O=C(CSc1nnc(-c2cccnc2)n1-c1ccc(F)cc1)NCc1ccc2c(c1)OCO2	23	0	0.99	-4	3	0.97	2	1	2
COc1cc(C(=O)COC(=O)C2CC2(Cl)Cl)cc(OC)c1OC (centres undefined)	2	12	0.93	-1	1	0.99	-5	7	1
O=C(/C=C\Nc1ccc2c(c1)OCO2)c1cccs1	22	16	1	40	20	0.8	-4	-1	12
COc1ccccc1C(=O)C1CCCN(C(=O)c2cccc(Cn3cccn3)c2)C1 (centres undefined)	21	9	0.95	16	-13	1.1	4	5	0
CCC1Oc2ccccc2N(CC(=O)NC2CCCCC2C)C1=O (centres undefined)	16	2	1	1	-4	1	9	-1	-224
COc1ccc(N/C=C2\CCOC2=O)cc1	13	27	0.94	-9	-18	1.2	4	6	3
CN1CCN(C2=C(Cl)C(=O)N(c3cccc(Cl)c3)C2=O)CC1	21	18	0.96	4	6	0.94	-11	4	11
CCOC(=O)c1cnc(SCC(=O)Nc2cccc(OC)c2)nc1N	-7	11	0.92	9	12	0.89	-3	8	-10
